From PubChem BioAssay
Wnt act: Wnt/beta-catenin pathway activators, primary screen, cell-based, plate reader, single point; Wnt/beta-catenin reporter cell assay, activator; activation, % at 9.35 µM; hit rate 1.2% among 300,000; AID 743398, 2014; in the data active = activation above about 30%, passing the limit was not always enough;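 note: 0% = neutral control wells and 100% = positive control wells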
Pemphigus Ab inh: inhibitors of pemphigus antibody binding to DSG3, primary screen, biochemical, bead-based, flow cytometry, scFv-GFP; Desmoglein-3 (Homo sapiens), P32926; DSG3-coupled beads, scFv-anti-DSG3-GFP binding; hits give low values; binding (percent of control), % at 10 µM; hit rate 0.48% among 310,000;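 active = binding more than 3 SD below its plate's average and above zero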;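 note: hits lower antibody fragment binding to DSG3; some compounds called inactive have numbers as strong as hits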
Target sequence (P32926 whole entry, looked up, the tested form may be a part): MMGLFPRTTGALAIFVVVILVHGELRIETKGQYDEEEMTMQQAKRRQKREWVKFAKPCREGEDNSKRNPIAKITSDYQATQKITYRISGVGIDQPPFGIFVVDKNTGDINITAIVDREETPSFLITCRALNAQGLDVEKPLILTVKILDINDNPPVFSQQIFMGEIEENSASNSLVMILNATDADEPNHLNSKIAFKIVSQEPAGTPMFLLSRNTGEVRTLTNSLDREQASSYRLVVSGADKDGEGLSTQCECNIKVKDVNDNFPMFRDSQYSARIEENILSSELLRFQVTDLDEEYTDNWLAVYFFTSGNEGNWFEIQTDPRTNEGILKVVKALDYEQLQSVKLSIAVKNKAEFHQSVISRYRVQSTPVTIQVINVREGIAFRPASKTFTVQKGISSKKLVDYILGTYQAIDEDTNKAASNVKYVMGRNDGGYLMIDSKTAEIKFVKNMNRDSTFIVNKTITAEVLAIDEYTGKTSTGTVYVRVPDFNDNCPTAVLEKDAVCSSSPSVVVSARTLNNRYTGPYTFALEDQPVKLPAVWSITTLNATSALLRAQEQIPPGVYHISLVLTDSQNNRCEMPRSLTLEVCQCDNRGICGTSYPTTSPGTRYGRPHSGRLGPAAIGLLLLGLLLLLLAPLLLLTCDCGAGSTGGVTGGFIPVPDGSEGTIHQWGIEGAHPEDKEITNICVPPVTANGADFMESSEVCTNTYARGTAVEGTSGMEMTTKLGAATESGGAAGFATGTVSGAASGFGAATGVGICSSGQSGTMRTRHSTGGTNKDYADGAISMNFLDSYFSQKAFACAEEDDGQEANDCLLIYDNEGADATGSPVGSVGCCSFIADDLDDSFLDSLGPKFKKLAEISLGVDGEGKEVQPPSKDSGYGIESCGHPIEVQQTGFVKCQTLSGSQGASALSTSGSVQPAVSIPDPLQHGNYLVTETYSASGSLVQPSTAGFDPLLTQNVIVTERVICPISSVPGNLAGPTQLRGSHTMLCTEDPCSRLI
V-ATPase pHluor: regulators of yeast V-ATPase proton pumping, primary screen, pHLuorin cytosolic pH fluorescence | S. cerevisiae | response, % at 10 µM | hit rate 0.37% among 350,000; in the data active = response mostly above about 7.3%, no sharp cut-off; inactive = mostly below about 5.4%; note: actives read high; inactives centre near 0; some compounds called inactive have numbers as strong as hits; reference of the scale not given here
MOR-DOR ag: agonists of OPRM1-OPRD1 heterodimerization, primary screen, cell-based, luminescence | AID 504326, 2011 | hit rate 0.3% among 340,000 | cells | activation, % at 9.3 µM | Mu-type opioid receptor (Homo sapiens) + Delta-type opioid receptor (Homo sapiens), …; in the data active = activation above about 18%;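 note: 0% = vehicle-treated cells and 100% = reference agonist; values of inactives mirror those of a sister screen read the other way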
RTF Ca sens inh: cardiac RTF calcium sensitivity inhibitors, primary screen, biochemical, IANBD-TnC fluorescence, EC70 calcium | IANBD-labeled cardiac RTF, Ca2+ fluorescence | hit rate 0.12% among 340,000 | inhibition, % at 7.15 µM | AID 493244, 2011;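 active = inhibition above the mean inhibition of all tested compounds plus 3 SD, cut at about 17% in these data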;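 note: assay run at fixed EC70 calcium of 1.6 mM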
RTF Ca sens act: cardiac RTF calcium sensitivity activators, primary screen, biochemical, IANBD-TnC fluorescence, EC20 calcium; Troponin I, cardiac muscle (Homo sapiens) + Troponin T, cardiac muscle (Homo sapiens) + …; IANBD-labeled TnC RTF fluorescence at EC20 calcium; 0% EC20 calcium, 100% full calcium; activation, % at 7.2 µM; hit rate 0.24% among 340,000; AID 493008, 2010;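 active = activation above the mean over all tested compounds plus 3 SD, cut at about 30% in these data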;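 note: rise in fluorescence read as greater calcium sensitivity of cardiac thin filaments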
MOR-DOR inv ag: inverse agonists of MOR-DOR heterodimerization, primary screen, cell-based, luminescence; Mu-type opioid receptor (Homo sapiens) + Delta-type opioid receptor (Homo sapiens), …; cell-based MOR-DOR heterodimer luminescence, inverse agonism; inhibition, % at 9.3 µM; hit rate 0.21% among 340,000; in the data active = inhibition above about 22%, passing the limit was not always enough;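 note: 0% = cells with DMSO and 100% = wells without cells with DMSO; values of inactives mirror those of a sister screen read the other way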
Keap1-Nrf2 PPI: Keap1-Nrf2 protein-protein interaction inhibitors, primary screen, biochemical, fluorescence polarization, single point. Kelch-like ECH-associated protein 1 (Homo sapiens), Q14145. Keap1 Kelch-Nrf2 peptide fluorescence polarization, 1536-well. inhibition, % at 9.4 µM. hit rate 0.15% among 340,000; in the data active = inhibition above about 12%;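 note: human Keap1 Kelch domain with fluorescein labeled Nrf2 9mer peptide probe; 0% = neutral control wells and 100% = peptide positive control; higher means more block of Keap1 binding to Nrf2 peptide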
LANA DNA inh: inhibitors of KSHV C-LANA binding to DNA, primary screen, biochemical, fluorescence polarization, FAM-LBS DNA, MBP-C-LANA, single point. inhibition, % at 9 µM. hit rate 0.078% among 340,000. AID 504423, 2011;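 active = highest replicate inhibition at or above 60% at 9 µM, even if other replicates fall short; inactive = all replicates below 60% inhibition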;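 note: 0% = neutral control wells and 100% = 4 µM acridine orange control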
Arr AP2 block: inhibitors of beta-arrestin/AP2 binding, primary screen, biochemical, GPCR trafficking, flow cytometry; hit rate 0.31% among 340,000; FITC-arrestin peptide / GST-AP2 beads; AP2 beta2 appendage carries R879A mutation; beta-arrestin 1 C-terminal peptide binding to AP2 beta2-adaptin appendage (human); inhibition, % at 10 µM; AID 504490, 2011;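 active = inhibition above a set limit, near 3 SD of compounds lacking own fluorescence, cut at about 54% in these data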;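 note: plate controls were DMSO wells for no effect and 5 µM unlabelled arrestin peptide for full effect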
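System: GST-tagged AP2 beta2-adaptin appendage (R879A) on 4 µm glutathione beads / Reagent: FITC-arrestin peptide, 50 nM / Detection: HyperCyt-sampled flow cytometry, FL1 channel, ex 488/em 535 nm / Timing: 12 min plus 1 h, RT / Buffer or medium: PBS plus Tween 20 (0.05%) and BSA (0.1%)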
Starred values were filed as active, the others as inactive; · = no result given.

Compound,Wnt act,Pemphigus Ab inh,V-ATPase pHluor,MOR-DOR ag,RTF Ca sens inh,RTF Ca sens act,MOR-DOR inv ag,Keap1-Nrf2 PPI,LANA DNA inh,Arr AP2 block
COc1ccc(C)cc1NC(=O)C1CCN(S(=O)(=O)c2ccccc2)CC1,1,113,1,-4.1,-10,0,23,1,-3.2,-10
CCCn1c(N)c(N(CCOC)C(=O)/C=C/c2cccc(Cl)c2)c(=O)[nH]c1=O,0,104,-2,-1.3,-1,1,6,-1,1.1,-7
C=CCc1cccc2cc(C(=O)OCC)c(=O)oc12,·,102,2,-1.6,2,-6,7,1,-0.6,-14
COCCNc1oc(/C=C/c2ccccc2)nc1C#N,46*,105,10,-1.4,-4,-3,7,-5,-0.2,27
O=C1NC2(CCCCCC2)C(=O)N1Cc1ccc(Cl)cc1Cl,-3,·,2,8.6,-29,-1,-54,-5,-1.1,-7
CCc1nc2ccc(C(=O)N3CCN(c4cccc(OC)c4)CC3)cc2nc1CC,0,105,4,1.5,3,2,-7,-3,0.4,4
Cc1ccc(C(=O)CCC(=O)OCC(=O)NNC(=O)c2ccccc2Cl)cc1,-1,97,3,-1.9,-5,1,7,-3,1.5,-4
COC(=O)c1ccccc1NC1c2ccccc2C(=O)N1c1cccnc1 (centres undefined),0,87,-4,-1.2,-8,9,7,-5,-0.3,5
O=C(CSc1nnc(-c2c[nH]c3ccccc23)n1CC1CCCO1)Nc1ccc2c(c1)OCCO2 (centres undefined),·,107,1,-1.8,8,8,10,-3,0.7,-3
Cc1ccc(C)n1-c1ccncc1,-1,97,-2,-1.8,3,1,10,-5,-0.3,-2
Cc1nn(C)c(C)c1S(=O)(=O)N(CC(=O)Nc1ccccn1)c1ccc(C(C)C)cc1,-2,105,-3,-3.0,-6,3,18,0,-0.1,-7
N#Cc1ccc(Oc2ccc(-c3cnc4ccccc4n3)cc2)cc1C#N,-1,105,3,-1.6,-1,8,8,5,0.3,-1
CC1(C)OC(=O)C(=CSc2ccc(C(C)(C)C)cc2)C(=O)O1,1,103,0,-1.9,-2,0,10,-3,3.5,-6
Cc1ccc(NC2CCCN(C(=O)c3cccc(-c4ncc[nH]4)c3)C2)cc1C (centres undefined),-2,101,-2,2.3,0,2,-12,-7,-0.2,9
O=C(O)COc1ccccc1/C=C1\C(=O)Nc2ccc(Br)cc21,1,108,-2,-1.7,-3,6,8,-1,1.1,3
CN(Cc1ccccc1)C(=O)CNC(=O)C12CC3CC(CC(C3)C1)C2,-3,·,0,-2.7,2,1,11,-1,1.1,0
CN(C(=O)COc1ccc(C(C)(C)C)cc1)C1CCS(=O)(=O)C1 (centres undefined),-2,102,1,-3.6,-4,4,20,-6,1.2,9
COc1ccc(-c2nc(NC(=O)c3cc(C(C)(C)C)nn3C)sc2C)cc1,·,104,-2,9.2,-8,0,-48,0,-0.7,0
CSc1nc2ccc(S(=O)(=O)N3CCOCC3)cc2s1,6,98,-2,1.4,-17,0,-9,-4,1.3,-9
Cc1cc(C)c2c(N)c(C(=O)NN3CC(=O)N(c4ccccc4F)CC3=O)sc2n1,·,102,1,-0.4,-26,1,2,-2,-0.3,5
CCc1cccc(C)c1NC(=O)COn1nnc2ccc(C(F)(F)F)cc21,-3,·,0,0.5,2,1,-3,-1,0.1,-1
CC(C)(C)c1ccc(C(=O)c2c[nH]c(C(=O)NCc3ccco3)c2)cc1,·,97,1,-1.0,-3,-10,5,1,-0.6,5
CCN1C(=O)C2(C(C#N)=C(N)Oc3n[nH]c(COC)c32)c2ccccc21 (centres undefined),·,98,1,-1.3,-1,-2,8,-3,1.0,10
O=C(NCc1ccccc1)C1=C[C@@H](C2CCCCC2)C[C@@H](OCc2ccc(CO)cc2)O1,-8,116,1,6.1,3,-9,-34,-7,-2.7,1
CCCCC(=O)Nc1ccc2c(c1)oc1ccccc12,21,103,-1,-1.2,-7,-3,7,-3,-1.1,-8
Cc1nc2ncnn2c(C)c1C/C=C/c1ccccc1,-2,·,-3,-3.7,-1,-3,17,3,0.2,8
COc1cccc(C2N(c3ccccn3)C(=O)C3CCCN32)c1OC (centres undefined),0,·,-1,-0.5,-1,3,3,1,-0.1,-13
Cc1ccc(NC(=O)CCC(=O)N/N=C/c2cc([N+](=O)[O-])ccc2O)cc1,·,101,-1,-2.9,-2,3,15,0,1.6,15
COc1ccc(-c2noc(CNC(=O)Nc3ccc(F)cc3)n2)cc1,-4,109,0,1.5,8,1,-11,-3,0.2,12
CCOC(=O)C1CCCN(CCC(=O)Nc2ccc(C)c(C)c2)C1 (centres undefined),0,100,1,-2.0,2,1,9,0,0.6,-18

(listing goes on)
Compound,Wnt act,Pemphigus Ab inh,V-ATPase pHluor,MOR-DOR ag,RTF Ca sens inh,RTF Ca sens act,MOR-DOR inv ag,Keap1-Nrf2 PPI,LANA DNA inh,Arr AP2 block
COc1ccc(N2CCN(c3oc(COc4ccccc4Cl)nc3C#N)CC2)cc1,·,99,7,-0.8,-1,-1,4,-2,-0.1,3
COc1cc(C(=O)NCC(C)(C)CNC(=O)c2cc(OC)c(OC)c(OC)c2)cc(OC)c1OC,-1,113,6,-0.1,-5,-6,1,1,0.8,39
COC(=O)[C@@H](c1ccccc1)N(C)S(=O)(=O)c1cccc(S(=O)(=O)N(C)[C@@H](C(=O)OC)c2ccccc2)c1,0,105,3,-0.5,-5,6,3,-5,-0.1,-3
COc1ccc(NC(=O)CSc2nnc(Cn3c(=O)sc4ccccc43)n2C)c(OC)c1,-1,109,1,-3.0,0,3,15,4,-1.2,11
CC(=O)N=c1sccn1CC(=O)c1ccc([N+](=O)[O-])cc1,·,·,-1,0.1,8,0,0,-2,1.1,48
Cc1ccc(C)c(OCCCC(=O)NC2CCCCC2)c1,-3,95,3,-0.2,-17,-4,1,3,0.1,9
CCC(=O)N1CC2(CC(c3cccc([N+](=O)[O-])c3)=NO2)C[C@H]1C(=O)NCC(N)=O (some centres undefined),0,103,7,-1.3,-5,0,8,-4,0.8,2
N#CCCn1cc(C(CC(=O)c2ccccc2)C(=O)O)c2ccccc21 (centres undefined),7,95,5,-0.4,-10,6,2,-1,-0.2,0
Cc1ccc(C(=O)Nc2onc(C)c2C#N)cc1,-1,107,2,-2.2,1,-4,11,-2,6.7,1
C=CCNc1nc2c(c(=O)[nH]c(=O)n2C)n1CCCc1ccccc1,1,103,2,1.3,-7,18,-7,-6,-3.0,15
CCCOc1ccc(C(=O)NCC(c2cccs2)N(C)C)cc1 (centres undefined),·,101,-1,3.9,3,8,-19,4,-0.3,6
C=CCOc1ccc(/C=C2\SC(=S)N(NS(=O)(=O)c3ccccc3)C2=O)cc1,3,94,-1,-1.8,-3,-3,9,2,2.4,39
O=C(NC(=S)N1CCCCCC1)c1ccccc1,1,112,3,0.3,9,-2,-1,1,1.2,-1
CCn1ncc(NC(=O)Nc2cccc(C(F)(F)F)c2)c1C(N)=O,·,103,0,-0.1,-2,-5,1,2,1.0,23
Cc1nnc(SCC(=O)NC(=O)NCCC(C)C)s1,-1,102,0,·,·,·,·,-2,-1.2,16
CN(CC(=O)Nc1ccccc1Cl)C(=O)COC(=O)c1ccc(C(F)(F)F)cc1,10,105,9,-0.6,-8,6,2,-2,-3.9,7
CCCc1ccc(S(=O)(=O)NCC2CCCN2CC)cc1 (centres undefined),1,92,4,-1.9,3,1,9,2,-1.2,17
O=C(Nc1ccc(Cl)cc1C(=O)NCCN1CCOCC1)c1ccco1,-3,·,0,-3.3,-3,12,15,-4,-0.8,12
CC1CCCCN1Cc1nc2c(c(=O)n(C)c(=O)n2C)n1CCCc1ccccc1 (centres undefined),0,·,-8,-2.2,-8,-2,10,0,20,10
Cc1nc(NC(=O)CSc2nnc(C)n2CC2CCCO2)sc1C (centres undefined),-1,96,-5,-2.0,-7,5,12,1,-0.7,7
O=C(COC(=O)c1ccccc1Cc1ccccc1)NC1CCS(=O)(=O)C1 (centres undefined),-3,·,-2,-0.1,-4,0,1,3,-0.1,19
Cc1cc(C)n2nc(C(=O)N/N=C/c3cccc(Cl)c3)nc2n1,-1,·,1,-0.4,-8,7,2,-10,0.5,10
Cc1cc(C(=O)N2CCC(Cc3ccccc3)CC2)ccc1[N+](=O)[O-],-1,96,-2,-1.5,0,8,8,-1,1.4,31
COc1ccc2nc(-c3ccco3)c(-c3ccco3)nc2c1,0,91,-4,4.0,8,-13,-23,2,17,30
Cc1nc(N2CCCCC2)sc1C(=O)c1ccc(SCCO)c([N+](=O)[O-])c1,-2,101,-7,4.1,0,-1,-22,3,-1.0,46
CN(C)CCNc1ccc(CO)c2oc3ccc(O)cc3c(=O)c12,5,91,-2,-6.2,5,-3,27,-1,-6.9,30
CC(NC(=O)c1ccc(-c2ccccc2)cc1)C(c1ccccc1)N1CCOCC1 (centres undefined),11,110,-4,3.0,-11,3,-12,5,0.7,6
CCN1CCN(S(=O)(=O)c2ccc(C(C)(C)C)cc2)CC1,-2,108,-5,-0.7,-8,6,4,-4,1.8,2
COCCNCc1cc(C)n(-c2cc(S(=O)(=O)N3CCOCC3)ccc2N2CCCC2)c1C,-1,102,-3,-2.5,-3,-1,10,-8,0.2,-10
O=C(Cn1c(=O)oc2cc(S(=O)(=O)N3CCCCC3)ccc21)N1CCc2ccccc2C1,-1,99,-3,0.3,-7,9,-2,-1,-1.0,-3
CCOC(=O)c1nnc(-c2ccccc2)nc1Sc1c(Cl)cccc1Cl,·,103,-2,-6.0,-5,-4,30,-2,0.1,6
O=C(Nc1cccc(Br)c1)c1cc(S(=O)(=O)N2CCOCC2)cs1,0,108,-2,3.8,0,-4,-15,-2,-0.5,-15
COc1cc(C(=O)N2CCN(C(=O)c3ccco3)CC2)cc(OC)c1OC,-1,95,-1,-1.3,-3,-5,6,6,-0.8,-3
